ERp5 block: inhibitors of human ERp5. ERp5 insulin aggregation, absorbance 650 nm, 90 min. inhibition, % at 9.99 µM. AID 651711. hit rate 0.05% among 350,000. Q15084;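 active means mean replicate inhibition above about 25%, with every replicate also reaching it, limit read from the data, passing the limit was not always enough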
RAD54 inh: RAD54 (human) branch migration inhibition | hit rate 0.14% among 360,000 | RAD54 Holliday junction branch migration, FAM/BHQ fluorescence | inhibition, % at 10.4 µM | Q92698;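 active means mean normalized replicate activity at least 40 and at least half of replicates scoring 40 or more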;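 further: 0% = median of neutral control wells and 100% = median of positive control wells; inhibitors cause a drop in the FAM fluorescence signal; in these data hits start at about 50%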
ARNT-TACC3 inh: ARNT/TACC3 interaction disruption; inhibition, % at 9.99 µM; Q9Y6A5; AlphaScreen His-ARNT PAS-B/GST-TACC3 binding, luminescence; TACC3 fragment carries E629A point mutation; hit rate 0.66% among 390,000;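 active means mean inhibition of replicates at least 50% and at least half of replicates each reaching 50%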;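 further: 0% = complete ARNT plus TACC3 wells and 100% = ARNT alone without TACC3; many hits fall short of the cut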
Casp6 inh: caspase-6 (human) enzyme inhibition; inhibition, % at 12.5 µM; P55212; hit rate 0.53% among 350,000; purified caspase-6, Z-VEID-R110 cleavage fluorescence;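 active means mean inhibition across replicates at least about 35%, with every replicate also reaching that limit, limit read from the data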;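 further: 0% = median of neutral control wells and 100% = no fluorescence left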
Target sequence (P55212 24-179 limits assumed): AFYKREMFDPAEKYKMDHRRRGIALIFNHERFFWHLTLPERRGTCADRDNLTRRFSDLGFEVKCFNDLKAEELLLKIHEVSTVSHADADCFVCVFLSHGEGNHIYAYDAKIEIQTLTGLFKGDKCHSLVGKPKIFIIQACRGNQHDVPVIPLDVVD
Target sequence (P55212 194-293 limits assumed): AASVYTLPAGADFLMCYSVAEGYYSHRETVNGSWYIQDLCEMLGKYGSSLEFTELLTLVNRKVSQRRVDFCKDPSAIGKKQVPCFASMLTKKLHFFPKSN
RAD52 inh: RAD52 (human) annealing inhibition. inhibition, % at 18.7 µM. P43351. hit rate 0.46% among 360,000. recombinant RAD52 DNA annealing, FRET fluorescence. AID 651710;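 active means every replicate showing at least 50% inhibition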
Target sequence (P43351 whole entry, looked up): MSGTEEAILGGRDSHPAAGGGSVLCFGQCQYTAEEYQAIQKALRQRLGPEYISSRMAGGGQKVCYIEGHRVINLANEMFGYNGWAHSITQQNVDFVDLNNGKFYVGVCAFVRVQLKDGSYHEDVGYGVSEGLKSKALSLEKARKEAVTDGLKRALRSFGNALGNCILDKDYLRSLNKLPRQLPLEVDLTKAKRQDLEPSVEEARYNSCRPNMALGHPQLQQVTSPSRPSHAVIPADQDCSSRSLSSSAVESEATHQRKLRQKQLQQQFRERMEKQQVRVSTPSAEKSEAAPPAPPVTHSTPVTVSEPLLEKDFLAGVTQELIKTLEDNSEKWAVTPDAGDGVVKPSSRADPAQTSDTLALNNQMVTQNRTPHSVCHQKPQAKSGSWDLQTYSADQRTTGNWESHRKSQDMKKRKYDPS
esBAF inh: SWI/SNF esBAF complex inhibition; mouse ES cells, Bmi1-luciferase knock-in reporter, 24 h; 100% = twice the neutral-well signal; reporter increase, % at 12.5 µM; hit rate 2% among 350,000; in the data active means activation above about 40%;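 further: 0% = median of the plate's neutral control wells and 100% = double that signal; a rise in the Bmi1 reporter signal indicates esBAF inhibition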
E-selectin induc: E-selectin induction on HUVECs. P16581. HUVEC E-selectin immunofluorescence imaging; normalized: neutral wells 0, TNF-alpha wells 100. activation, % at 7.58 µM. hit rate 0.37% among 260,000;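 active means mean E-selectin-positive cell signal at least 10% of the positive control, reached in at least 60% of replicates, without over 20% cell loss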;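 further: in these data hits start at about 27%; measured in HUVEC primary endothelial cells; signal is the percent of cells scored E-selectin positive by PE staining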
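Read-out: % PE-positive cells | Test system: HUVEC | Doses: One compound dose added by pin transfer | Buffer or medium: EGM-2 over gelatin coat | Signal: Immunofluorescence imaging | Benchmarks: TNF-alpha, DMSO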
PglD inh: inhibitors of Campylobacter jejuni PglD acetyltransferase; inhibition, % at 12.5 µM; hit rate 0.098% among 360,000; AID 602405; purified PglD enzyme, DTNB colorimetric CoA detection; in the data active means inhibition above about 16%, passing the limit was not always enough; further: strong numbers were not always called active
An asterisk follows results filed as active; nt = not tested or not shown.

SMILES	ERp5 block	RAD54 inh	ARNT-TACC3 inh	Casp6 inh	RAD52 inh	esBAF inh	E-selectin induc	PglD inh
C[C@H](CO)N1C[C@H](C)[C@@H](CN(C)C(=O)Nc2ccc(C(F)(F)F)cc2)Oc2ccc(NC(=O)Nc3ccc(C(F)(F)F)cc3)cc2CC1=O	-3.3	3.0	-0.5	-12.4	13.9	-0.2	1.8	3.3
COc1ccc(-c2cc3c(=O)n(CC(=O)NCc4ccccc4OC)ncn3n2)cc1	8.4	-7.3	-1.0	-0.4	-7.1	11.2	0.2	3.5
Cc1ccc(C2=CN(Cc3ccccc3)CCC2=O)cc1	-3.6	-1.1	4.9	2.0	-4.0	14.3	-0.7	5.7
CN(Cc1ccon1)Cc1cn(C)nc1-c1cccc(Cl)c1	0.6	nt	2.4	-4.7	2.0	nt	-3.4	nt
Fc1ccc(CNc2ncnc3c2cnn3-c2ccccc2)cc1	nt	2.8	-2.2	nt	nt	48.7*	nt	1.1
CCOc1cc(C(=O)NC2CC(C)(C)NC(C)(C)C2)cc(OCC)c1OCC	0.7	3.7	53.0*	-0.9	-5.2	-11.6	nt	2.1
CCCCCC(=O)Nc1ccc2oc(-c3cccnc3)nc2c1	nt	3.3	-5.7	nt	nt	33.2	nt	-5.3
COc1ccccc1C#Cc1ccc([C@H]2[C@@H](CO)N3CCCCN(S(C)(=O)=O)C[C@H]23)cc1	1.9	1.0	-1.6	0.4	-19.9	-4.9	-0.3	-3.5
C=CCN(C(=O)c1ccccn1)C(C(=O)NCc1ccccc1)c1ccccc1F (centres undefined)	-0.3	nt	3.4	-2.2	-11.8	nt	nt	nt
Cc1noc(C)c1S(=O)(=O)N(C)C[C@@H]1Oc2c(NC(=O)c3ccc(-c4nccs4)cc3)cccc2C(=O)N([C@@H](C)CO)C[C@@H]1C	-1.6	1.7	0.1	-1.2	-3.4	-2.2	-0.2	1.9
CC(=O)Nc1ccc2sc(C)nc2c1	-4.9	0.9	0.4	-0.2	-1.7	3.6	1.1	4.1
COC(=O)C1=C(C(=O)OC)[C@@H]2N(C)c3ccccc3[C@@]23C[C@@H](CO)N(C(=O)c2cccs2)C3=N1	-5.8	1.8	6.1	0.4	-14.6	-3.0	-0.3	-1.1
COC(=O)C1=C(C)NC(=O)NC1C1CC=CCC1 (centres undefined)	nt	-1.3	-1.0	nt	nt	-10.0	nt	-1.0
CNC(=O)COC(=O)c1cc(-c2ccco2)nc2ccccc12	-0.4	3.1	1.7	33.7	-44.6	2.8	nt	-3.7
O=C(N[C@@H]1C=C[C@@H](CC(=O)N2CCOCC2)O[C@H]1CO)c1ccccn1	2.3	-3.7	-0.9	1.2	-10.9	2.6	-0.2	-1.1
CCC(=O)Nc1ccc2c(c1)OC[C@@H](C)N(C(C)=O)C[C@H](C)[C@@H](OC)CN(C)C2=O	-1.2	-2.8	-4.6	3.8	-10.3	1.9	-0.2	-0.4
C[C@H](CO)N1C[C@H](C)[C@H](CN(C)C(=O)NC2CCCCC2)Oc2ccc(NC(=O)Cc3ccccc3)cc2CC1=O	5.4	5.3	-0.7	0.9	0.8	3.5	-2.1	-20.5
O=S1(=O)CCOC[C@H](CC2CCCCC2)N1Cc1ccccc1Br	-2.8	-0.2	-1.2	-1.3	-23.6	6.5	-0.1	0.8
C[C@@H]1CCCCO[C@H](CN(C)S(=O)(=O)c2cccs2)[C@H](C)CN([C@H](C)CO)C(=O)c2cc(NC(=O)CCC(F)(F)F)ccc2O1	2.5	-2.6	-6.4	9.4	-35.2	-2.8	0.4	0.1
CO[C@H]1CN(C)C(=O)c2ccc(NC(C)=O)cc2OC[C@H](C)N(C(=O)CC2CC2)C[C@@H]1C	0.4	nt	nt	1.0	-0.4	nt	0.0	nt

Profiles, quoted from the list. Order of screens: ERp5 block	RAD54 inh	ARNT-TACC3 inh	Casp6 inh	RAD52 inh	esBAF inh	E-selectin induc	PglD inh
Entry for `COC(=O)C1=C(C)NC(=O)NC1C1CC=CCC1` (centres undefined) = nt	-1.3	-1.0	nt	nt	-10.0	nt	-1.0
Entry for `O=C(N[C@@H]1C=C[C@@H](CC(=O)N2CCOCC2)O[C@H]1CO)c1ccccn1` = 2.3	-3.7	-0.9	1.2	-10.9	2.6	-0.2	-1.1

Additional compounds follow.
SMILES	ERp5 block	RAD54 inh	ARNT-TACC3 inh	Casp6 inh	RAD52 inh	esBAF inh	E-selectin induc	PglD inh
Cc1ccc(C)c(Nc2nc3nonc3nc2N2CCOCC2)c1	-0.8	5.8	4.5	0.3	2.1	-8.7	nt	-1.5
CCc1nc2ccc(C(=O)Nc3cc(-c4ccccc4)ccc3OC)cn2c1N(C)CCCc1ccccc1	-3.3	-6.2	nt	nt	-73.9	-2.2	0.0	-2.0
O=C(CN1CCN(C/C=C/c2ccccc2)CC1)NC(=O)NC1CCCCC1	0.0	nt	2.6	-3.4	-9.9	nt	-0.1	nt
Cc1cccc(OCC(=O)N2CCN(c3nnc(-c4ccccc4)c4ccccc34)CC2)c1	-5.2	nt	7.8	-2.3	-15.1	nt	0.3	nt
COc1ccc(-c2noc(CSc3nc4ccccc4c(=O)n3-c3ccc(C)cc3)n2)cc1	-6.5	-5.7	-13.0	3.1	17.1	-5.8	0.0	nt
COc1ccccc1OCCCC(=O)NC(C)c1ccccc1 (centres undefined)	4.2	nt	-9.4	-1.1	-9.6	nt	5.4	nt
COc1ccccc1N1CCN(C(=O)COc2cccc(C)c2C)CC1	3.0	4.0	17.3	0.0	-0.2	2.9	3.2	-2.6
CCOC(=O)c1c(NC(C)=O)sc2c1C1CCN2CC1	nt	-3.6	-5.2	nt	nt	-7.2	nt	-0.3
CS(=O)(=O)c1[nH]nc(-c2ccccc2Cl)c1C#N	0.7	-1.0	nt	1.9	-21.4	nt	nt	-3.5
CCCCOc1nc2ccccc2nc1C(C#N)C(=O)NC1CCCCC1 (centres undefined)	nt	0.2	-0.1	nt	nt	-9.2	nt	-2.3

As a short view, 2 of the compounds above:
SMILES	ERp5 block	RAD54 inh	ARNT-TACC3 inh	Casp6 inh	RAD52 inh	esBAF inh	E-selectin induc	PglD inh
Cc1ccc(C)c(Nc2nc3nonc3nc2N2CCOCC2)c1	-0.8	5.8	4.5	0.3	2.1	-8.7	nt	-1.5
CCc1nc2ccc(C(=O)Nc3cc(-c4ccccc4)ccc3OC)cn2c1N(C)CCCc1ccccc1	-3.3	-6.2	nt	nt	-73.9	-2.2	0.0	-2.0

(cont.)
SMILES	ERp5 block	RAD54 inh	ARNT-TACC3 inh	Casp6 inh	RAD52 inh	esBAF inh	E-selectin induc	PglD inh
CCN(CC)C(=S)Nc1ccc2nc3n(c(=O)c2c1)CCCCC3	5.3	-9.0	22.0	1.1	-5.1	0.5	nt	0.6
CCN1C(=S)N[C@@H](c2cccs2)C(C(=O)OC)=C1C	-3.2	0.5	-4.1	nt	-16.5	-6.4	-0.1	2.1
Cc1ccc(CNC(=O)CCSCc2ccccc2C)cc1	7.9	2.7	-4.9	-4.2	0.6	-1.2	0.0	1.0
CN(C)CC(=O)N[C@@H]1CC[C@H](CCn2cc(C3CC3)nn2)O[C@@H]1CO	0.6	5.2	3.8	-3.7	-2.0	3.8	-0.6	0.7
COc1ccc(S(=O)(=O)Nc2ccc3c(c2)C(=O)N([C@@H](C)CO)C[C@@H](C)[C@@H](CN(C)S(=O)(=O)c2ccc(Cl)cc2)OCCCC[C@@H](C)O3)cc1	-5.0	3.3	17.4	1.7	-0.9	-5.6	-0.2	0.3
CO[C@@H]1CN(C)C(=O)c2ccc(NC(=O)c3cc(C)on3)cc2OC[C@@H](C)NC[C@@H]1C	0.2	-6.3	0.7	nt	-15.9	-3.4	-0.3	-0.8
CCOc1ccccc1NC(=O)CN1C(=O)C(C)SC(C)C1=O (centres undefined)	-1.1	nt	-1.9	-1.4	-18.4	nt	nt	nt
COCCCn1c(=N)c(C(=O)NCC2CCCO2)cc2c(=O)n3ccccc3nc21 (centres undefined)	nt	7.8	-1.3	nt	nt	-14.1	nt	-11.3
Cc1noc(C)c1-c1ccc(C(=O)NCCc2ccccc2)c2occc12	-0.2	6.9	nt	2.1	-43.4	34.4	nt	nt
CC(=NCCCn1ccnc1)c1c(O)n(Cc2ccccc2)c(=O)[nH]c1=O	nt	-1.2	8.3	nt	nt	1.9	nt	-3.9
Cc1noc(NS(=O)(=O)c2ccc(NC(=O)CC34CC5CC(CC(Br)(C5)C3)C4)cc2)c1C	nt	2.7	1.5	nt	nt	5.2	nt	-2.8
Cc1cc(=O)[nH]c2c1c(=O)[nH]n2C1CC(C)N(C)CC1C (centres undefined)	nt	7.7	2.4	nt	nt	-9.7	nt	0.5
C[C@@H]1CN([C@H](C)CO)C(=O)c2cc(C#C[C@@H](C)O)cnc2O[C@H]1CN(C)C(=O)c1ccccc1F	2.8	-10.9	-4.8	-1.3	-2.0	1.3	nt	-0.7
Cc1ccc(S(=O)(=O)N(C)C[C@@H]2Oc3ccc(NS(=O)(=O)c4ccc(F)cc4)cc3C(=O)N([C@H](C)CO)C[C@H]2C)cc1	nt	-3.7	4.7	nt	nt	6.2	0.2	-4.8
O=C(C[C@H]1CC[C@H]2[C@@H](COC[C@H](O)CN2Cc2ccc(Oc3ccccc3)cc2)O1)N1CCN(c2ccccc2)CC1	-2.9	3.3	0.8	3.0	-27.8	-0.4	-0.2	-1.9
Cc1ccc(S(=O)(=O)NCCC(=O)Nc2ccc3c(c2)OCO3)cc1	nt	0.7	31.8	nt	nt	2.2	nt	2.7
Cc1ccc(S(=O)(=O)Nc2ccc3c(c2)C(=O)N([C@H](C)CO)C[C@@H](C)[C@@H](CN(C)C(=O)CCC(F)(F)F)OCCCC[C@@H](C)O3)cc1	-8.1	-4.9	-3.0	-2.8	18.4	1.2	nt	-0.8
Cc1ccc(S(=O)(=O)NCC(=O)N(CC(=O)NCC2CCCO2)Cc2ccc(Cl)cc2)cc1 (centres undefined)	-2.3	-9.8	0.9	1.2	-4.3	1.2	nt	-1.8
Cc1noc(C)c1C(=O)OCC(=O)Nc1ccc(C(N)=O)cc1	1.5	-0.1	-2.5	5.9	-8.6	-2.6	-1.5	2.2
O=C([C@@H]1CCCN1C1=NS(=O)(=O)c2ccccc21)N1CCN(c2ccccc2)CC1	4.8	1.2	nt	-3.8	-10.9	8.7	-0.2	3.4
C[C@@H]1CCCCO[C@@H](CN(C)C(=O)c2ccncc2)[C@@H](C)CN([C@H](C)CO)C(=O)c2cc(NS(C)(=O)=O)ccc2O1	-0.8	-3.0	-6.3	1.1	-2.6	-5.1	0.1	-2.4
CO[C@H]1CN(C)C(=O)c2ccc(NS(=O)(=O)c3ccccc3)cc2OC[C@@H](C)N(Cc2ccccn2)C[C@@H]1C	-3.1	0.8	19.5	-0.7	-12.0	0.0	0.0	1.3
CC1C(c2ccccc2)OCCN1C=NC#N (centres undefined)	-1.1	-7.8	nt	-2.2	-7.0	-10.3	nt	0.2
Cc1nc2ccccc2n1Cc1ccc(Br)cc1	1.8	-4.1	8.1	-4.4	-9.3	nt	nt	2.8
COc1ccc2[nH]c(=O)c(CN(C(C)=O)c3cc(C)ccc3C)cc2c1	11.9	6.9	nt	-2.6	-0.2	-6.4	0.4	-0.7
Cc1ccc(S(=O)(=O)N2CCOCC2)cc1NC(=O)CSc1nnnn1C1CCCC1	-11.5	-1.7	-1.4	0.5	7.3	1.1	nt	0.2
C[C@@H](NC(=O)[C@H]1[C@H](CO)[C@H]2Cn3c(ccc(-c4ccccc4F)c3=O)[C@@H]1N2C)c1ccccc1	1.3	1.1	30.5	0.8	8.0	0.6	0.6	-2.6
Cc1ccc(C(=O)NC(C(=O)NC2CCCC2)c2ccccc2)cc1 (centres undefined)	0.0	-4.5	-3.1	-1.1	2.8	-0.6	-0.1	-2.3
C[C@H](CO)N1C[C@H](C)[C@@H](CN(C)Cc2ccncc2)Oc2ccc(NC(=O)Nc3cccc4ccccc34)cc2C1=O	-0.2	4.4	1.3	1.4	-12.2	5.4	-2.1	-3.0
O=C(NCCCN1CCCC1=O)Nc1ccc(F)c(Cl)c1	nt	-16.3	-16.5	nt	nt	35.5	nt	-2.7
Cc1n[nH]c(C)c1CCC(=O)N/N=C/c1cccc([N+](=O)[O-])c1	3.8	nt	-5.2	3.0	-11.9	nt	nt	nt

Assay outcomes from PubChem BioAssay.
